Compound activity (PubChem BioAssay)
Vc quorum ag: inducers of Vibrio cholerae quorum light production without autoinducers. activation, % at 18.7 µM. hit rate 0.16% among 350,000. AID 588436. V. cholerae BH1578 lux reporter, luminescence, 6 h; in the data active = activation mostly above about 9.7%, no sharp cut-off; inconclusive = no clear call, values can overlap the other calls; inactive = mostly below about 3.7%; note: not every result past the cut was called active; inactives centre near 0; reference of the scale not given here
PriA SSB inh: inhibitors of Klebsiella pneumoniae PriA binding to SSB C-terminal tail. AlphaScreen SSBct-PriA binding, biotinylated peptide. inhibition, % at 33 µM. hit rate 0.6% among 430,000; in the data active = inhibition mostly above about 37%, no sharp cut-off; inactive = mostly below about 20%;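 note: plate controls were negative control peptide for no effect and reference peptide for full effect; strong numbers were not always called active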
PrPC TRFRET: cell surface PrPC inhibition, primary TR-FRET screen; hit rate 0.43% among 370,000; inhibition, % at 13.8 µM; TR-FRET read-out; AID 720596; in the data active = inhibition above about 24%; note: 0% = median of the test wells and 100% = reference compound wells
Anthrax LF prot: blocks Bacillus anthracis lethal factor protease. multiplex microsphere protease cleavage assay, LF. inhibition, % at 10 µM. hit rate 0.12% among 360,000. AID 588501; note: plate controls were buffer without enzyme for full effect and enzyme alone for no effect
PfHsp40 rescue: rescue of PfHsp40-mediated yeast toxicity; S. cerevisiae expressing PfHsp40, growth rescue, ATP luminescence; growth rescue, % at 12.5 µM; hit rate 0.68% among 340,000; AID 504582; in the data active = growth rescue above about 28%, passing the limit was not always enough; inconclusive = no clear call, values can overlap the other calls;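 note: yeast W303a lacking pdr1 and pdr3 grown in galactose medium; growth measured after three days at 30 °C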
3CLpro inhibitor: SARS-CoV 3CLpro protease inhibition; recombinant SARS-CoV 3CLpro, quenched FRET peptide cleavage; inhibition, % at 6 µM; hit rate 0.14% among 290,000; AID 1706; in the data active = inhibition above about 12%
Y pestis TopoI: blocks Yersinia pestis topoisomerase I activity. Y. pestis Topo-I cleavage product accumulation, plate reader. activity, % at 10 µM. hit rate 0.064% among 360,000; in the data active = activity above about 50%, passing the limit was not always enough; inconclusive = no clear call, values can overlap the other calls; note: inactives centre near 2
BoNT-A LC inh2: inhibitors of Botulinum neurotoxin A light chain protease. multiplex microsphere protease substrate cleavage, flow cytometry. inhibition, % at 10 µM. hit rate 0.17% among 360,000; note: plate controls were buffer without enzyme for full effect and enzyme alone for no effect
TcdB inh: blocks C. difficile toxin B glycohydrolase activity; P18177; TcdB glycohydrolase enzymatic assay, plate reader; inhibition, % at 9.99 µM; hit rate 0.24% among 350,000; AID 652162; in the data active = inhibition above about 10%
Target sequence (P18177 whole entry, looked up): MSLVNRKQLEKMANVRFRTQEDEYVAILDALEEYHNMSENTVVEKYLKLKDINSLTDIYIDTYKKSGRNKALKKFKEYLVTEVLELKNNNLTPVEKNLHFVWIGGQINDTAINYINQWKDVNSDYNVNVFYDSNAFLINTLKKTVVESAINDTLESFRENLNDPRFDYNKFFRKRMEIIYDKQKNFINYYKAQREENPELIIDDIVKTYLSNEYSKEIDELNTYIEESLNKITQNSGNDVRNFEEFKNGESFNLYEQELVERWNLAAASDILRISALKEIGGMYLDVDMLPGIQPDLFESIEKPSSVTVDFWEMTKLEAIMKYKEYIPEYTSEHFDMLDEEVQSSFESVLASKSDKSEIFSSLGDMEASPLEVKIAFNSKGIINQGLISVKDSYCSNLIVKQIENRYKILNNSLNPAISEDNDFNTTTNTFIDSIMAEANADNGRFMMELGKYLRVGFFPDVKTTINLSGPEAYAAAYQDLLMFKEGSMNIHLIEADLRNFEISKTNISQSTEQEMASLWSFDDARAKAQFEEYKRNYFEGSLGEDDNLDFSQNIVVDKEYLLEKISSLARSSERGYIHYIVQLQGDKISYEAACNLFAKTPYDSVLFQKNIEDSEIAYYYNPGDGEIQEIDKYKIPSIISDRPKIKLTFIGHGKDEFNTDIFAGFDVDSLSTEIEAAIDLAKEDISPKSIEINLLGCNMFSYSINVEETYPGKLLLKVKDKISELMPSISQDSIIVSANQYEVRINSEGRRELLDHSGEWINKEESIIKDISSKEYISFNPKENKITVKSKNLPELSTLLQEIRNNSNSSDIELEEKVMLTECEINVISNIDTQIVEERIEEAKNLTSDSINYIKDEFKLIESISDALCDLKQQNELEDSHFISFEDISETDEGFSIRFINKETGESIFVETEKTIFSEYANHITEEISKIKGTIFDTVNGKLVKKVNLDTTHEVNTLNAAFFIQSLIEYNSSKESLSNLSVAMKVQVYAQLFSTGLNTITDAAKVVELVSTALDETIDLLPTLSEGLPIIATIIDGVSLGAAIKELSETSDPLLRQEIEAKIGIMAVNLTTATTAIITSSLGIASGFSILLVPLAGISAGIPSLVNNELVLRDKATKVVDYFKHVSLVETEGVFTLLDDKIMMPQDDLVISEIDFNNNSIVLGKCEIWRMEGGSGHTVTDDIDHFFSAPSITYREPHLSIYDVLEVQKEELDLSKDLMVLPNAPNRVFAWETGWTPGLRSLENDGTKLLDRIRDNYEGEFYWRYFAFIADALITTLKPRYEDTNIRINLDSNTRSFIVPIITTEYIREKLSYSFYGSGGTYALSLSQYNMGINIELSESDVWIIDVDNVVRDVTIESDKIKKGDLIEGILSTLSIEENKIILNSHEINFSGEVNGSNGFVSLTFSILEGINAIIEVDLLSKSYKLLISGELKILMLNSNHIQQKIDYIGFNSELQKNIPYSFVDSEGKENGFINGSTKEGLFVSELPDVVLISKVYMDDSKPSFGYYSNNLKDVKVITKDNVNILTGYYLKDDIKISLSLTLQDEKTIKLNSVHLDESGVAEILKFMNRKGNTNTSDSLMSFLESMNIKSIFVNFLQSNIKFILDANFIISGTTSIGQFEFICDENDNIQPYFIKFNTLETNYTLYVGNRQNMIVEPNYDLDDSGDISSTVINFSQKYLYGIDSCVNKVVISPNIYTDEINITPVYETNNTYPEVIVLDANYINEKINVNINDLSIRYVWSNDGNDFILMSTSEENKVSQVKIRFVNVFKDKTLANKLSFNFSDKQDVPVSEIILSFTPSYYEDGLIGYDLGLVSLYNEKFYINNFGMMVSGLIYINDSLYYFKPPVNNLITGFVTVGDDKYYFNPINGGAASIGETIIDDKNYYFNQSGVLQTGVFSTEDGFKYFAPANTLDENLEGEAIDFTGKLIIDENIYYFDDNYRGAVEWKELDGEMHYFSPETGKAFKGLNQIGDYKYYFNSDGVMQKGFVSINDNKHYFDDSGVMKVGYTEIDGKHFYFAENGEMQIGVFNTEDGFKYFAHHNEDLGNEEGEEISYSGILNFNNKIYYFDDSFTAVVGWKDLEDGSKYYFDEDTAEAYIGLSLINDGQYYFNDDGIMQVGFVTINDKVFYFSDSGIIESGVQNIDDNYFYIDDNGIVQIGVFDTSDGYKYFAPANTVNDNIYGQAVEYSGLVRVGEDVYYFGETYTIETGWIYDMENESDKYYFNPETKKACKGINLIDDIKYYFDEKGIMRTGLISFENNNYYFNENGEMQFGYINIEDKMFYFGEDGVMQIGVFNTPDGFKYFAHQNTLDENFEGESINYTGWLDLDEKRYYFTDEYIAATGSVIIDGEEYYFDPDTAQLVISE
* marks the source's active call; other numbers are inactive results; i = inactive; ? = inconclusive; · = no result given; & = joins results of further samples. Cut-off read from the data, not from the text of the source, unless noted: active = inhibition above about 30%; inconclusive = no clear call, values can overlap the other calls; inactive = below that. Only part of the results is shown; count on the stated rates, not on these rows.

SMILES | Vc quorum ag | PriA SSB inh | PrPC TRFRET | Anthrax LF prot | PfHsp40 rescue | 3CLpro inhibitor | Y pestis TopoI | BoNT-A LC inh2 | TcdB inh
COC(=O)C1=C(C)NC(=O)NC1c1cn(-c2ccccc2)nc1-c1cccs1 (stereo not given) | i | 8.2 | -1.2 | -0.7 | 0.1 | 4.5 | -2.9 | 0.1 | ·
CCOC(=O)[C@]12CCCC=C1N(Cc1cccc3ccccc13)C(=O)[C@H](CC(=O)NCCCN1CCCC1=O)C2 | · | · | 3.7 | 3.3 | · | · | · | 0.4 | -0.4
CCOc1ccc(NC(=O)CC2C(=O)N(CC)C(=S)N2CCNC(C)=O)cc1 (stereo not given) | -0.5 | -8.7 | 7.9 | 1.0 | -0.8 | 2.9 | 0.7 | 0.0 | ·
Cc1cccc(NC(=O)C2C3C=CC(C4CC34)C2C(=O)O)c1 (stereo not given) | i | -15.9 | 5.2 | -5.3 | 0.1 | 5.8 | 2.5 | 0.7 | ·
Cn1nc(C(=O)OCC(=O)c2ccc(Cl)cc2)c2ccccc2c1=O | -8.3 | 0.6 | -1.2 | -6.9 | -0.1 | · | 14.6 | 0.0 | 1.3
COc1ccc(N2C(=O)c3ccccc3NC2c2ccc(OC)c(Cn3nnc4ccccc43)c2)cc1 (stereo not given) | -0.1 | 1.3 | -4.2 | -0.6 | -1.1 | -2.3 | 8.9 | 0.5 | ·
O=C(COC(=O)CNC(=O)c1ccccc1F)Nc1cccnc1Cl | 2.0 | 0.4 | 4.6 | -4.3 | -0.1 | 3.8 | -4.6 | -0.2 | -1.5
COc1ccc([C@H]2CC(=O)C=C(c3ccccc3)C2)cc1OC | -1.6 | -7.8 | -0.7 | 3.5 | 1.6 | · | 7.2 | 0.0 | 0.5
Nc1nonc1-c1nc2ccccc2n1CC(=O)N/N=C/c1ccc(-c2cccc(C(=O)O)c2)o1 | i | · | -5.4 | -0.2 | -1.0 | 2.9 | 6.1 | -1.2 | -0.2
CC1CCCN(c2nc(NCc3ccco3)nc(N)c2[N+](=O)[O-])C1 (stereo not given) | -0.3 | 21.3 | 8.8 | 0.5 | 2.1 | -0.1 | 8.1 | -0.4 | -0.2
COCCN(CC(=O)NC1CCCCC1)C(=O)CSc1nc2ccccc2o1 | -0.2 | -8.6 | -3.8 | -2.6 | -2.3 | -5.3 | -8.8 | -1.2 | ·
Cc1ccc(S(=O)(=O)c2cc3c(=O)n4ccccc4nc3n(CC3CCCO3)c2=N)cc1C (stereo not given) | -0.3 | -5.3 | -12.0 | 0.5 | -0.8 | -0.5 | -6.0 | 3.3 | 0.1
COCCOC(=O)c1c(NC(=O)CN2CCOCC2)sc(C(N)=O)c1C | i | -4.3 | 6.9 | 0.9 | 1.5 | -3.8 | -4.0 | 0.6 | ·
CC1CCN(C(=S)c2cccc([N+](=O)[O-])c2)CC1 | -0.2 | 10.4 | -3.8 | 1.0 | -0.8 | 1.6 | 3.4 | 0.0 | 0.2
Cn1c(=O)c2c(nc(N3CCOCC3)n2CCCNC2=NCCCCC2)n(C)c1=O | -0.6 | -4.8 | -0.9 | -6.5 | 0.2 | 3.2 | 0.3 | -0.5 | ·
O=C(c1cccc(C(F)(F)F)c1)C1CCCN(C(=O)Cn2cncn2)C1 (stereo not given) | i | -11.5 | -7.3 | -1.8 | -1.2 | -1.2 | -0.9 | 1.7 | 0.7
C1CN=C(NC23CC4CC(CC(C4)C2)C3)C1 | i | 2.0&-22.0 | 3.1 | -2.8 | -0.1 | -0.7 | 2.4 | -0.9 | ·
COc1cc2c(cc1OC)C(c1cccs1)N(C(=O)c1cccnc1)CC2 (stereo not given) | -0.1 | -7.9 | 11.2 | 2.2 | 0.3 | 0.8 | 5.5 | -0.1 | 0.4
COC(=O)c1c(NC(=O)CSc2nc3ccccc3c(=O)n2-c2ccccc2)sc(C)c1C | -0.4 | -3.6 | -7.9 | -0.6 | -0.1 | -3.0 | -9.9 | -0.5 | 0.0
Cc1[nH]c2ccccc2c1C(=O)C(=O)N1CC2CC(C1)c1cccc(=O)n1C2 (stereo not given) | i | 9.0&-5.4 | -1.1 | 3.5 | -0.4 | 2.3 | -1.8 | 0.9 | -0.4
COc1ccc(CNC(=O)COC(=O)c2c[nH]c(=O)[nH]c2=O)cc1OC | -0.6 | -17.4 | -1.6 | -3.1 | 33.9* | 1.9 | 2.5 | -0.4 | ·
O=C(Nc1ccc(F)cc1)c1cnc(-c2ccccc2)nc1-c1ccccc1 | 2.1 | -7.2 | -5.7 | -8.3 | 1.0 | 1.5 | -1.9 | ? | ·
COc1ccc(Sc2nnc(Cc3ccccc3)c3ccccc23)cc1 | -3.7 | -4.1 | -5.9 | -2.6 | 2.2 | 5.3 | -2.7 | -1.2 | ·
Cc1ccccc1NC(=S)N1CCN(Cc2ccc3c(c2)OCO3)CC1 | i | -1.7 | -3.8 | 2.2 | -1.3 | 0.3 | -2.9 | 0.4 | ·
CN1CCN(Cc2c(O)ccc3c2oc(=O)c2ccccc23)CC1 | 4.6 | -18.4 | 19.7 | -6.1 | 1.2 | 3.4 | -10.2 | 0.2 | ·
C=CCOc1ccc(Br)cc1/C=C1/SC(=Nc2ccc(C(=O)O)cc2)NC1=O | · | -4.4 | -3.5 | 0.6 | -0.8 | 2.1 | 2.4 | -0.2 | 1.8
O=C(CCCCCn1c(SCC(=O)c2ccccc2)nc2ccccc2c1=O)NCc1ccco1 | -1.8 | -4.0 | -1.7 | -3.0 | -2.1 | 4.8 | 8.0 | -0.4 | ·
Cc1cccc(C(=O)NCC(=O)N(C)Cc2nc3ccccc3c(=O)[nH]2)c1 | i | 4.2 | -5.3 | -6.7 | -1.6 | · | 0.6 | -1.6 | -0.3
COc1ccc(C(=O)NCc2nnc(SCC(=O)Nc3cccc(OC)c3)o2)cc1 | -0.5 | -21.2 | 7.2 | 1.2 | -0.9 | 2.9 | 1.9 | 2.6 | 0.6
O=C(COC(=O)/C=C/c1ccc([N+](=O)[O-])cc1)NC1CCCCC1 | -0.3 | 8.4 | -14.3 | -1.9 | -0.4 | · | -4.4 | 7.9 | 0.3
Cc1ccc(CCN2CC(C(=O)NC(C)C)CC2=O)cc1 (stereo not given) | i | -12.3 | 9.9 | -10.9 | -1.5 | -4.2 | 1.7 | 0.9 | 0.2
COC(=O)Cc1c(C)nc2nc(NCc3cccc([N+](=O)[O-])c3)[nH]n2c1=O | -0.2 | -7.3 | 8.5 | -1.9 | -1.0 | 1.2 | 8.5 | 2.2 | ·
CC1CCC(C(=O)NC(C(=O)N2CCC3(CC2)OCCO3)C(C)C)CC1 (stereo not given) | i | -15.7 | -1.1 | -3.2 | -0.6 | 0.3 | 3.0 | -0.7 | ·
CCCc1cn(S(=O)(=O)c2ccc(OC)cc2OC)nc1N | i | -13.3 | -5.6 | -3.1 | 0.4 | 0.0 | 5.0 | -3.7 | 0.5
CC(=O)c1cccc(NC(=O)C(C)OC(=O)CCN=C2NS(=O)(=O)c3ccccc32)c1 (stereo not given) | i | -3.1 | -3.1 | -3.5 | -0.8 | · | -9.4 | -1.9 | 1.1
O=C(NC1CCCCC1)C(C1CC1)N1CCc2ccccc2C1 (stereo not given) | · | · | -2.0 | -5.5 | · | · | · | 0.3 | 0.4
CN(C)CCNC(=O)c1ccc(Cl)c2cc3ccccc3nc12 | -1.6 | -1.4 | 34.5* | 16.1 | 0.5 | · | -28.4 | 7.5 | 2.2
CC(C)Cc1ccc(CN2CCCC(NC(=O)CCn3cnnn3)C2)cc1 (stereo not given) | -0.3 | -12.0 | -7.5 | -7.0 | -0.6 | 4.6 | 2.3 | -2.8 | 0.7
Cc1cc(N(CC(=O)O)S(C)(=O)=O)ccc1Br | -0.2 | -2.0 | -1.1 | -7.1 | 0.4 | 2.0 | 4.8 | -0.2 | ·
CCOC(=O)C1=C(COC(=O)c2cc(S(=O)(=O)N(C)C)ccc2C)NC(=O)NC1C (stereo not given) | i | 3.7 | 7.9 | 3.1 | -0.7 | · | 0.3 | 1.0 | 0.3

Part of the list above, as a markdown table:
| SMILES | Vc quorum ag | PriA SSB inh | PrPC TRFRET | Anthrax LF prot | PfHsp40 rescue | 3CLpro inhibitor | Y pestis TopoI | BoNT-A LC inh2 | TcdB inh |
| --- | --- | --- | --- | --- | --- | --- | --- | --- | --- |
| COc1ccc(C(=O)NCc2nnc(SCC(=O)Nc3cccc(OC)c3)o2)cc1 | -0.5 | -21.2 | 7.2 | 1.2 | -0.9 | 2.9 | 1.9 | 2.6 | 0.6 |
| O=C(COC(=O)/C=C/c1ccc([N+](=O)[O-])cc1)NC1CCCCC1 | -0.3 | 8.4 | -14.3 | -1.9 | -0.4 | · | -4.4 | 7.9 | 0.3 |
| Cc1ccc(CCN2CC(C(=O)NC(C)C)CC2=O)cc1 (stereo not given) | i | -12.3 | 9.9 | -10.9 | -1.5 | -4.2 | 1.7 | 0.9 | 0.2 |

The listing continues:
SMILES | Vc quorum ag | PriA SSB inh | PrPC TRFRET | Anthrax LF prot | PfHsp40 rescue | 3CLpro inhibitor | Y pestis TopoI | BoNT-A LC inh2 | TcdB inh
COC(=O)c1oc2nc(C)cc(C)c2c1N | -0.3 | 5.0&-0.5 | -3.2 | ? | -0.5 | 0.4 | 0.4 | -415.6 | ·
Cn1cc(Br)c(C(=O)Nc2sc3c(c2C(N)=O)CCC3)n1 | i | 0.7 | -0.6 | 0.9 | -0.1 | 7.4 | -4.8 | 0.1 | ·
C/C(=C\C(=S)Nc1ccccc1)Nc1cccc2ccccc12 | i | 19.9 | 4.5 | 2.4 | -2.2 | 3.5 | -15.4 | 9.6 | ·
O=C(CSc1ccccc1C(=O)O)NC1CCCCCCC1 | -0.2 | 4.7 | -3.4 | -2.3 | -1.3 | -5.7 | 4.2 | -1.0 | ·
O=C1c2ccccc2C(=O)N1CC(O)CNc1ccc(Br)cc1 (stereo not given) | -1.0 | -1.8 | 4.6 | 1.2 | -0.7 | 4.6 | -4.2 | 0.6 | 1.6
C[C@@H]1CCCCO[C@H](CN(C)S(=O)(=O)c2ccccc2)[C@@H](C)CN([C@H](C)CO)C(=O)c2cc(NC(=O)Cc3ccccc3)ccc2O1 | -0.4 | · | -7.2 | -8.9 | · | · | 15.4 | -0.3 | 0.8&-1.5
Cc1oc(-c2cccs2)cc1C(=O)N1CCCC(C)(C(=O)O)C1 (stereo not given) | -0.4 | · | -3.0 | -3.5 | · | · | -4.6 | 0.4 | 1.8
Nc1nc(SCc2ccc(Cl)cc2)ns1 | -0.1 | -3.2 | 5.8 | -5.2 | 2.8 | -3.3 | -5.3 | -0.6 | ·
Cc1cc(NS(=O)(=O)c2ccc(NC(=O)/C=C/c3ccco3)cc2)nc(C)n1 | -0.4 | -5.2 | -6.0 | -4.4 | -0.2 | -2.5 | 2.7 | -1.6 | 0.0
C(=N\Nc1ccccn1)/c1cccnc1 | 1.3 | · | -10.9 | -3.3 | 1.0 | 1.6 | -0.8 | -3.9 | -0.4
CC(C)Oc1ccc(C(=O)NC(=S)N2CCOCC2)cc1 | 1.9 | -3.0 | 3.7 | 1.0 | -1.8 | 0.1 | -9.3 | 0.4 | ·
Cc1c(NC(C)C)c(=O)n(-c2ccccc2)n1C | i | 0.5 | -0.8 | -8.7 | -1.2 | · | -5.1 | -0.8 | -23.3
CC(C)(C)C(=O)c1c(N)[nH]c(C(=O)c2ccccc2)c1-c1c(F)cccc1F | · | · | 9.0 | 2.7 | · | · | · | -1.7 | 1.6
C=CCc1cccc(/C=C/c2cc(=O)c3ccccc3[nH]2)c1O | -0.3 | -3.0 | -1.4 | 2.2 | -0.1 | -1.3 | -2.6 | 0.8 | 0.6
O=C(NCc1ccccc1)c1ccc2c(c1)C(=O)N(Cc1ccncc1)C2=O | 7.1 | 4.2 | -0.2 | 1.7 | -0.5 | 1.0 | 2.3 | 0.3 | ·
CC(=O)n1nc(-c2ccccc2)nc1NCc1cccs1 | i | 2.5 | 2.0 | -6.1 | 0.2 | 1.7 | 7.0 | -0.3 | 0.0
COc1cccc(CC(=O)OCC(=O)c2cc(OC)ccc2OC)c1 | -1.1 | -49.2 | -4.6 | -2.4 | 0.2 | · | 23.4 | -0.7 | 1.1
